TNAP activation fold – human TNAP enzyme activators, primary screen, biochemical, luminescent, no phosphate acceptor, uHTS (AID 1001). Alkaline phosphatase, tissue-nonspecific isozyme (Homo sapiens). purified TNAP, luminescent activation assay, no phosphate acceptor; higher activation fold means a stronger effect. one-dose activation fold at 20 µM; EC50 in µM for titrated hits. actives 0.03% (n = 200,000); in the data active means activation fold from about 3, or a potency from the dose series; inactive means the rest, 99 in 100 with activation fold below about 1.6; further: many of its hits are not listed in these tables
Lipid droplet – inhibitors of hepatocyte lipid droplet formation, primary screen, imaging, high-throughput imaging, BODIPY stain. AID 1656, 2009. actives 0.4% (n = 240,000). inhibition, % at 6.5 µM. AML12 mouse hepatocytes, oleate lipid droplets;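 active means lipid droplet intensity inhibited by at least 50%, with more than 500 cells counted; inconclusive means wells with under 300 cells, treated as cytotoxic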
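Assay system: AML12 mouse liver cells | Compound dosing: One dose, 6.5 µM compound | Read-out basis: Droplet intensity reduction, % inhibition | Measured by: Fluorescence imaging, 20x objective, two fields per well | Schedule: Overnight treatment with compound plus oleate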
T cell modulator – modulators of CD8 T cell-vesicle binding, primary screen, mouse 2C CD8+ T cells, flow cytometry; 2C CD8+ T cell-vesicle binding; active compounds read low; actives 0.068% (n = 330,000); calls only at 7 µM;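 active means response, share of CD8 T cells binding vesicles, and their 90th percentile fluorescence all below set limits, cut at about 80% in these data, passing the limit was not always enough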
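Benchmarks: naked versus QL9-loaded vesicles / Assay system: purified 2C TCR transgenic mouse naive CD8+ T cells / Technique: high-throughput flow cytometry with anti-B7-1 and anti-CD8 staining / Timing: Cell–vesicle co-incubation 1.5 h at 37 °C, staining 20 min on ice / Read-out: percent CD8+ FL2 mean versus row control / Probe or stimulus: QL9-loaded Drosophila micro-vesicles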
Ins promoter up – insulin promoter activators in MIN6 cells, imaging, high-content screening, mouse beta cells; MIN6 insulin promoter-GFP reporter; active compounds read high; z-score at 5 µM; actives 0.3% (n = 190,000); AID 1625, 2009;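 active means z-score above 3 at 5 µM with at least 500 cells counted in the well; inconclusive means wells under 500 cells, flagged as cytotoxic or low count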
PMI inhibitors – inhibitors of human PMI, primary screen, biochemical, fluorescence intensity, coupled assay (AID 1209); purified PMI enzyme, coupled fluorescence intensity; higher % means a stronger effect; inhibition, % at 20 µM, or IC50 in µM where a hit was titrated; actives 0.42% (n = 190,000);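 further: plate controls were DMSO vehicle for no effect and wells lacking substrate for full effect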
Autophagy mod – autophagy modulators in MEF cells, primary screen, imaging, high-content, MEF GFP-LC3. MEF GFP-LC3 puncta imaging; test concentration mostly 10 µM. calls only at 10 µM (by protocol). actives 0.98% (n = 190,000). AID 463193, 2010;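 active means percentage of spot-positive cells more than 3 SD above its plate mean, without a fluorescence outlier flag or 80% toxicity; inconclusive means no clear call, values can overlap the other calls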;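 further: spot-positive cell cutoff set from DMSO-treated cells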
MT stabilize HCS – microtubule stabilizers in HeLa cells, primary screen, imaging, high-content imaging. HeLa tubulin immunostaining HCS, 24 h; share of cells brighter than vehicle mean+2SD. actives 0.83% (n = 200,000). % tubulin-high responders, % at 10 µM;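 active means plate Z-score above 3 for both tubulin-high and condensed-nucleus cell shares, with cell loss under 80%, at 10 µM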;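 further: anti alpha tubulin signal scored within the nucleus-defined area of each cell; some results filed as inactive read as strong as hits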
bCat nuc transl – modulators of beta-catenin nuclear translocation, primary screen, imaging, HeLa cells, immunofluorescence, high-content | nuclear translocation activity, % at 5 µM | actives 0.3% (n = 190,000);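 active means nuclear translocation activity above 50% at 5 µM, with a well cell count of 50 or more; inconclusive means wells under 50 cells across six images, flagged as toxic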;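 further: per-cell ratio of nuclear to cytoplasmic median beta-catenin stain intensity; plate controls were DMSO negative control for no effect and GSK-3 inhibitor IX positive control for full effect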
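System: HeLa cells, endogenous beta-catenin; compound dosing: 5 µM primary single dose, 0.1% DMSO, 0.02–20 µM confirmation series; incubation: 24 h compound exposure at 37°C, 5% CO2; signal: beta-catenin immunofluorescence imaging with DAPI; evaluation: % activation, nuclear-to-cytoplasmic median beta-catenin signal ratio per cell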
PMI inhibition – human PMI inhibitors, high substrate, primary screen, biochemical, fluorescence intensity, high mannose 6-phosphate (AID 1220); Mannose-6-phosphate isomerase (Homo sapiens); recombinant PMI enzyme, coupled fluorescence intensity; higher % means a stronger effect; inhibition, % at 20 µM, or IC50 in µM where a hit was titrated; actives 0.66% (n = 190,000)
Ins promoter up cell count – also measured in Ins promoter up; calls as there; cell count; measured here: cytotoxicity, nuclei count;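 total cells summed across four imaged fields per well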
Lipid droplet cells 6.5 µM – recorded beside Lipid droplet, whose call it bears; cell count; measured here: cell count, cytotoxicity flag;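 cells counted across two imaged fields per well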
bCat nuc transl cell count 5 µM – further read-out of bCat nuc transl, marked with its call; cell count; measured here: cell count, cytotoxicity flag
T cell modulator vesicle-bound % – further read-out of T cell modulator, marked with its call; double positive events, %; measured here: CD8+ vesicle-bound cell fraction;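 binding gate set so that unloaded-vesicle control wells show 10% double positive cells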
MT stabilize HCS Hoechst-high % – also measured in MT stabilize HCS; calls as there; % Hoechst-high responders; measured here: nuclear condensation Hoechst responders;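 share of cells brighter than vehicle mean plus two SD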
MT stabilize HCS cytotoxicity % – also measured in MT stabilize HCS; calls as there; toxicity, %; measured here: cytotoxicity by cell density;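 0% = mean cell density of plate MIN control wells and 100% = no cells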
Autophagy mod cell loss 18 h – further read-out of Autophagy mod, marked with its call; toxicity, %; measured here: cell loss, nuclei count;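 cell loss after 18 h compound exposure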
Numbers without * were called inactive; i = inactive; ? = inconclusive; / = not tested or not shown. Unless noted, no stated cut-off is given here; in the data, active means inhibition above about 50%; inactive means the rest. This is a random part of the collection. About 2.9% of those tested had a hit in this group.

A first look, 2 compounds:
SMILES	TNAP activation fold	Lipid droplet	Lipid droplet cells 6.5 µM	T cell modulator	T cell modulator vesicle-bound %	Ins promoter up	Ins promoter up cell count	PMI inhibitors	Autophagy mod	Autophagy mod cell loss 18 h	MT stabilize HCS	MT stabilize HCS Hoechst-high %	MT stabilize HCS cytotoxicity %	bCat nuc transl	bCat nuc transl cell count 5 µM	PMI inhibition
COC(=O)C1=C(C)N(Cc2ccco2)C(=O)N[C@H]1c1ccccc1	1.1	-21	687	i	16	-0.66	1148	-11%	i	3	2.5	2.7	7.0	/	/	-8%
Cc1ccc(CNC(=O)C(=O)NCC(c2ccco2)N2CCOCC2)cc1 (stereo not given)	1.1	-10	532	i	46	0.31	1493	-1%	i	5	2.2	3.0	5.2	-3.9	1114	-6%

The list itself, from the start:
SMILES	TNAP activation fold	Lipid droplet	Lipid droplet cells 6.5 µM	T cell modulator	T cell modulator vesicle-bound %	Ins promoter up	Ins promoter up cell count	PMI inhibitors	Autophagy mod	Autophagy mod cell loss 18 h	MT stabilize HCS	MT stabilize HCS Hoechst-high %	MT stabilize HCS cytotoxicity %	bCat nuc transl	bCat nuc transl cell count 5 µM	PMI inhibition
COC(=O)C1=C(C)N(Cc2ccco2)C(=O)N[C@H]1c1ccccc1	1.1	-21	687	i	16	-0.66	1148	-11%	i	3	2.5	2.7	7.0	/	/	-8%
Cc1ccc(CNC(=O)C(=O)NCC(c2ccco2)N2CCOCC2)cc1 (stereo not given)	1.1	-10	532	i	46	0.31	1493	-1%	i	5	2.2	3.0	5.2	-3.9	1114	-6%
O=C(NCc1ccco1)/C(=C\c1cccs1)NC(=O)c1ccsc1	1	-13	722	i	29	-0.06	1167	8%	i	6	1.8	2.8	5.3	/	/	11%
CC(C)N1CCN(c2ccncc2S(=O)(=O)N2CCOCC2)CC1	1.1	4	752	i	55	-0.22	919	-2%	i	-3	2.6	0.9	8.1	-3.1	1197	-6%
COc1ccc(NC(=O)CCSc2cc(C)c3ccccc3n2)cc1	1.1	/	/	i	50	0.05	1539	2%	i	18	2.2	2.2	9.1	0.8	1293	8%
COC(=O)CCSCC(=O)Nc1ccc(S(=O)(=O)N2CCOCC2)cc1OC	/	1	729	i	27	-0.54	1124	/	/	/	/	/	/	-0.2	1328	/
COc1ccc(/C=C/C(=O)N2CCC(c3ccccc3)C2)cc1 (stereo not given)	1	5	685	i	32	0.78	1373	-1%	i	1	3.2	2.6	8.6	0.5	567	8%
Cc1ccc(S(=O)(=O)NCC(=O)N2CCN(c3ccccn3)CC2)cc1	1.1	-14	739	i	27	-0.06	979	-5%	i	45	1.5	1.6	5.3	/	/	-6%
CSc1cccc(NC(=O)COc2ccccc2C)c1	1.2	8	672	i	61	-0.16	1626	1%	i	8	4.6	3.2	2.2	-3.1	1129	-3%
Cc1cccc(NC(=O)Nc2ccc(Oc3c(F)c(F)c(F)c(F)c3F)cc2)c1	1.2	/	/	i	28	0.71	1127	7%	i	-3	2.2	1.9	12	-2.5	867	3%
Cc1csc(NC(=O)C(NS(=O)(=O)c2ccc(Br)s2)c2ccccc2)n1 (stereo not given)	1	/	/	i	1	-0.02	1385	9%	i	-2	2.8	2.3	4.7	2.5	1343	10%
COc1ccc(NC(=O)Cn2c(NCC(C)O)nc3ccccc32)cc1Cl (stereo not given)	1	-4	656	i	14	0.55	1480	2%	i	-2	2.1	2.5	4.1	-1.2	1032	4%
CCCCNC(C(=O)Nc1cccc(S(=O)(=O)N2CCOCC2)c1)c1ccccc1 (stereo not given)	1.2	-6	686	i	28	-1.4	959	-9%	i	3	4.3	1.8	6.1	-3.6	1084	-5%
C=CCC(C#Cc1ccc(C)cc1)N(CC)CC (stereo not given)	0.9	0	772	i	30	-0.77	933	-11%	i	-5	1.2	1.5	7.6	/	/	-10%
Cc1ccccc1NC(=O)c1ccc(-n2cncn2)nc1	1.1	9	667	i	10	0.32	1872	12%	i	-2	1.6	1.7	8.2	-1.4	1062	8%
O=C(NCc1nc2ccccc2[nH]1)C1=C[C@@H](c2ccccc2)C[C@@H](OCCCCO)O1	1.1	-2	716	i	32	-0.46	1404	8%	i	16	1.0	0.7	1.6	0.9	1067	9%
COc1ccc(CNC(=S)Nc2ccc3nc(N4CCN(C)CC4)cc(C)c3c2)cc1	1.2	-7	704	i	59	0.48	1208	4%	i	-3	5.5	2.6	5.6	-0.2	1064	12%
O=C(NNC(=O)c1ccc[nH]1)Nc1cccc(C(F)(F)F)c1	/	4	722	i	43	-0.25	1429	/	/	/	/	/	/	-1.1	1078	/
CCN(CCC(=O)Nc1cc(OC)cc(OC)c1)Cc1ccccc1	1.1	/	/	i	46	0.25	1079	6%	i	-3	5.3	2.1	5.8	-2.6	1146	45%
CCn1cc([N+](=O)[O-])c(C(=O)Nc2ccc(Cn3nc(C)cc3C)cc2)n1	1.1	/	/	i	62	-0.26	1586	-4%	i	-30	2.4	1.1	3.8	-2.3	923	-4%
CN(C(=O)COc1ccccc1C(=O)NCCc1ccccc1)c1ccccc1	1.1	-1	676	i	24	-0.05	1392	-4%	i	-15	2.8	2.7	6.6	-1.0	987	-9%
COc1ccc(/C(N)=N/OC(=O)CCCc2ccccc2)cc1	1.1	0	669	i	45	0	1439	3%	i	2	3.6	3.4	7.6	-1.2	1024	9%
C=CCn1c(SCC(=O)/C(C#N)=C(\C)N)nc2sc(C)c(C)c2c1=O	1.1	/	/	i	62	-0.48	1461	8%	i	-7	3.6	2.2	2.2	1.1	1408	4%
NC(=O)C1=C[C@H](c2ccc(C(F)(F)F)cc2)C[C@H](OCc2ccc(CO)cc2)O1	1.1	-40	669	i	31	1.1	1503	11%	i	-4	3.1	2.0	6.5	-4.5	1135	44%
C=CCn1c(SCc2cccc(F)c2)nc2cc(C(=O)N3CCC(C(N)=O)CC3)ccc2c1=O	1.1	-3	700	i	4	?	/	0%	i	10	4.7	1.7	6.0	-3.5	564	-6%
N#Cc1nc(Cc2cccc3ccccc23)oc1NCCN1CCOCC1	1.1	-3	725	/	/	0.02	909	13%	i	-3	1.4	1.2	7.6	-0.1	1224	8%
CC(C)(C)OC(=O)NNC(=S)NC1CCCCC1	1.6	1	663	i	33	-2.1	1636	8%	i	20	2.1	1.6	5.2	-5.8	1125	5%
Cc1cc(C)n(C(=O)c2cccc(S(=O)(=O)N3CCCC3)c2)n1	1.1	/	/	i	8	/	/	9%	i	-4	4.4	2.6	14	-1.2	1132	7%
O=C(CSc1nnnn1C1CCCCC1)N1CCOCC1	1	-2	691	i	58	-0.02	1468	8%	i	7	3.5	1.3	7.0	0.7	1481	6%
CC1(C)CN=C(N(C(=O)Nc2ccccc2)c2ccccc2F)S1	/	3	743	i	39	-0.2	1088	/	/	/	/	/	/	0.4	1356	/
CC(C)C1CC(CCN)(Cc2ccccc2)CCO1 (stereo not given)	1.1	-5	663	i	55	-0.26	1517	-5%	i	-3	2.8	1.2	7.2	-0.6	1092	-10%
O=c1oc2ccccc2n1Cc1ccccc1Cl	1	6	697	i	26	-0.14	1417	-2%	i	18	1.2	1.1	0.2	2.3	987	-2%
CS(=O)(=O)c1ccc(-c2cn3cc(C(=O)O)ccc3n2)cc1	1.1	5	726	i	10	0.73	1198	-35%	i	15	2.7	1.2	6.9	-1.2	981	-38%
CC1CCN(C(=S)c2ccc([N+](=O)[O-])cc2)CC1	1.1	4	697	i	10	0.48	1519	4%	i	15	1.7	1.6	7.1	0.1	1046	1%
CCN(CC)CCNC(C(=O)Nc1ccc([N+](=O)[O-])cc1Br)c1ccccc1 (stereo not given)	1.4	5	579	i	51	-1.9	1212	1%	i	9	1.5	2.1	6.3	0.0	1011	5%
O=C(CSc1nnc(-c2ccco2)n1Cc1ccccc1)NC(=O)NCc1ccccc1	1	/	/	i	28	0.26	1187	7%	i	3	1.5	1.0	5.0	-7.3	928	12%
CCOc1ccc(C)cc1S(=O)(=O)n1nc(C)cc1C	1.2	-3	664	i	9	-0.47	1560	-8%	i	16	1.7	1.9	0.5	1.8	1081	-10%
COc1ccc(Nc2nc3ccccc3n3nnnc23)cc1	1	-3	807	i	49	/	/	-8%	i	-4	2.0	1.2	8.4	-1.4	1198	-1%
CC(C)NC(=O)c1onc(CSc2cccc(Cl)c2)c1C(=O)O	1.1	/	/	/	/	-0.48	1527	-4%	i	2	3.2	1.9	8.4	-1.4	1357	-7%
CN1CCc2c(sc3c2C(=O)NC(c2ccc(-c4ccc(Cl)cc4)o2)N3)C1 (stereo not given)	/	1	711	i	31	1.6	1321	/	/	/	/	/	/	-0.1	1141	/
CC(C)c1ccc(OCC(O)Cn2cnc3ccccc32)cc1 (stereo not given)	1.1	/	/	i	50	-2.1	939	-1%	i	-2	2.6	2.1	1.4	-6.3	1061	7%
CCCC1=NN2C(=N)/C(=C\c3cc(C)n(-c4cccc(C)c4)c3C)C(=O)N=C2S1	1.1	-8	633	i	52	0.09	1232	-20%	i	3	2.9	2.3	7.9	-2.0	885	-11%
Cc1cc(C)c2nc(NC(=O)[C@@H](NC(=O)c3cccc(S(=O)(=O)N4CCOCC4)c3)C(C)C)sc2c1	1	-1	671	i	67	-0.49	1386	-6%	i	14	3.6	4.8	7.5	/	/	1%
CCOc1cc(/C=N/NC(=O)C(=O)NCc2cccnc2)ccc1O	1.1	3	663	i	35	-0.17	1231	2%	i	-3	2.0	1.4	0.2	-0.7	1095	1%
